aGal spleen mod – qHTS Assay for Inhibitors and Activators of Human alpha-Galactosidase From Spleen Homogenate | 240,000 compounds, 0.008% hits | human spleen homogenate, 4MU-alpha-Gal fluorescence, 40 min | Potency, µM (titrated, usually from 80 µM), without a hit: at the top dose activity change, negative = inhibition, actives largely listed as inhibitors | Alpha-galactosidase A (Homo sapiens), P06280 | AID 2107, 2009;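 note: 0% = enzyme with vehicle and -100% = no enzyme basal signal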
Target sequence (P06280 32-429 limits assumed): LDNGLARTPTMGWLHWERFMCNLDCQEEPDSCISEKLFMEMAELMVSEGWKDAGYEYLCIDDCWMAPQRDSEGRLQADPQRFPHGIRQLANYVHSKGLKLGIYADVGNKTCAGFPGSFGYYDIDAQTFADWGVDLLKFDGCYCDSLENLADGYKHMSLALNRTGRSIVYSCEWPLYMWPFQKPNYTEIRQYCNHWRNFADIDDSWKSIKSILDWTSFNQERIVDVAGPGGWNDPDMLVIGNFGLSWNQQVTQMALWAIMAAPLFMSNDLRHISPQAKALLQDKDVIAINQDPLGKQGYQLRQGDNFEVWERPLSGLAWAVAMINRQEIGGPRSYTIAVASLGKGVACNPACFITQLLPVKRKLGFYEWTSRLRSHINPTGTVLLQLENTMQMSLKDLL
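Human spleen homogenate (1 ug) was the enzyme source, with 4-methylumbelliferyl-alpha-D-galactopyranoside (1 mM final) in pH 5.0 citrate buffer with 0.01% Tween-20. Compounds were titrated; after 40 min at 37C, NaOH/glycine stop, 4-MU fluorescence read; AC50 from Hill fits.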
ALDH1A1 block – qHTS Assay for Inhibitors of Aldehyde Dehydrogenase 1 (ALDH1A1); Aldehyde dehydrogenase 1A1 (Homo sapiens), P00352; Purified ALDH1A1, NADH fluorescence, propionaldehyde substrate; Potency, µM (titrated, usually from 75.3 µM), for the others: at the top dose activity, negative = inhibition, hits mostly inhibitors; 220,000 compounds, 7.3% hits; AID 1030, 2008; active = well fitted inhibition curve with a large enough effect, not every such curve was filed as active; inconclusive = small, poorly fitted or top-dose-only effect, or another doubt; inactive = no such curve, though single readings can be large or run the other way;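 note: plate controls were no enzyme wells and a reference inhibitor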
Target sequence (P00352 whole entry, looked up): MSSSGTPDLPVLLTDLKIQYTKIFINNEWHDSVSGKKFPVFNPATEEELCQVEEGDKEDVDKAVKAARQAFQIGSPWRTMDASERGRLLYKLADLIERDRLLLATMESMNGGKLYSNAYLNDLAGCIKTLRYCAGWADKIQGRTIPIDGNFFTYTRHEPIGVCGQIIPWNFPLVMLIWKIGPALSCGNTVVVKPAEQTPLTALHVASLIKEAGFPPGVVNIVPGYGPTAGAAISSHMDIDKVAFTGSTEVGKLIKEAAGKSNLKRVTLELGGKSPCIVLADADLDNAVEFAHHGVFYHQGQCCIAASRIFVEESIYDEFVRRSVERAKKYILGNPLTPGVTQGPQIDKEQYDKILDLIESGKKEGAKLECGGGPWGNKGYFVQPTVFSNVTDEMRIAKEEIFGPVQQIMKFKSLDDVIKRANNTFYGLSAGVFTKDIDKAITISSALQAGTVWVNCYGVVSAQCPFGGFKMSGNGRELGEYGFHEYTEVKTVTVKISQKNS
TRb-SRC2 inh – qHTS for Inhibitors of the Interaction of Thyroid Hormone Receptor and Steroid Receptor Coregulator 2 | 280,000 compounds, 0.065% hits | AID 1469, 2008 | Thyroid hormone receptor beta (Homo sapiens), P10828 | TRbeta-SRC2 peptide binding, fluorescence polarization; receptor liganded with 1 µM T3 | Potency, µM (titrated, usually from 106 µM), for the others: at the top dose activity change, negative = inhibition, actives largely listed as inhibitors;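 note: plate controls were bound peptide for no effect and peptide without receptor for full effect; nearly all actives have a fitted effect of over 50% in size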
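Fluorescence polarization of 20 nM Texas Red SRC2 peptide (20-aa NR interaction domain) bound to 0.6 uM human TRb ligand-binding domain, with 1 uM T3, after 5 hr at ambient temperature; inhibition seen as decreased polarization.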
Tau ThT inhib – qHTS for Inhibitors of Tau Fibril Formation, Thioflavin T Binding; recombinant tau K18 P301L, heparin-induced fibrillization, ThT fluorescence; Microtubule-associated protein tau (Homo sapiens), P10636; 270,000 compounds, 2.1% hits; Potency, µM (top dose mostly 57.4 µM), without a hit: at the top dose activity, negative = inhibition, usual class: inhibitors; note: nearly all actives have a fitted effect of over 55% in size
Target sequence (P10636 561-689 P618L limits assumed): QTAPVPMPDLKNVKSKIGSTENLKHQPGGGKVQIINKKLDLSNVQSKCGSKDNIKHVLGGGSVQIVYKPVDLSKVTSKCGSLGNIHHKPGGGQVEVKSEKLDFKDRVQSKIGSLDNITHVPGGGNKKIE
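Heparin-induced (20 uM) aggregation of recombinant human K18 P301L tau, 15 uM unlabeled with 0.24 uM labeled, pH 7 acetate buffer, 6 hr at 37 C with compound. Fibrils quantified by 30 uM ThT fluorescence after 1 hr ambient incubation.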
Tau fibril FP – qHTS for Inhibitors of Tau Fibril Formation, Fluorescence Polarization. 280,000 compounds, 0.39% hits. Potency, µM (doses to about 57.7 µM), for inactives: at the top dose activity, negative = inhibition, actives largely listed as inhibitors. K18 P301L tau heparin fibrillization, Alexa594 FP, 6 h. Microtubule-associated protein tau (Homo sapiens), P10636; note: nearly all actives have a fitted effect of over 55% in size
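Read-out: fluorescence polarization of Alexa 594-labeled tau (0.24 uM), 555 nm excitation, 632 nm emission. Mixtures held 15 uM unlabeled K18 P301L, compound and 20 uM heparin, pH 7 acetate buffer, incubated 6 hr at 37 C.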
TexasRed fluor – Total Fluorescence Counterscreen for Inhibitors of the Interaction of Thyroid Hormone Receptor and Steroid Receptor Coregulator 2; TRb/SRC2 Texas Red total fluorescence interference; Potency, µM (series often up to 106 µM), for inactives: at the top dose fluorescence change, negative = quenching; 280,000 compounds, 0.29% hits; AID 1479, 2009; active = well fitted curve in either direction with a large enough effect; inconclusive = small, poorly fitted or top-dose-only effect
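Human TRb ligand-binding domain at 0.6 uM with 20 nM Texas Red SRC2 peptide in Tris buffer containing 1 uM T3 and 5% DMSO, incubated with compound 5 h at ambient temperature. Total fluorescence (555/632 nm) calculated as parallel + 2 × perpendicular.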
L3MBTL1 inh – qHTS Assay for the Inhibitors of L3MBTL1. Lethal(3)malignant brain tumor-like protein 1 (Homo sapiens), Q9Y468. AlphaScreen L3MBTL1–H3K9me1 peptide binding. Potency, µM (series often up to 57.1 µM), without a hit: at the top dose activity, negative = inhibition, actives largely listed as inhibitors. 230,000 compounds, 0.66% hits; note: nearly all actives have a fitted effect of over 60% in size
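L3MBTL1 50 nM + b-AHA-H3(1-15)K9me1 75 nM, 30 min RT; compound added, 30 min RT; streptavidin donor/Ni-chelate acceptor beads 10 ug/mL each final, 30 min RT dark; AlphaScreen read.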
Tau fluor cs – Counterscreen qHTS for Inhibitors of Tau Fibril Formation, Fluorescence Polarization. tau K18 P301L (four-repeat tau fragment) Alexa594 fluorescence, heparin fibrillization. Potency, µM (series often up to 57.7 µM), for inactives: top-dose activity change, negative = decrease. 280,000 compounds, 0.93% hits. AID 1463, 2008; note: nearly all actives have a fitted effect of over 55% in size
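Human K18 P301L tau (15 uM unlabeled plus 0.24 uM Alexa 594-labeled, final) in 100 mM sodium acetate pH 7 was mixed with compound and 20 uM heparin and incubated 6 hr at 37 C.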
Starred values were filed as active, the others as inactive; ? = inconclusive; / = no result given; [ ] = remark or other dose. Unless noted, calls come from the whole dose curve; as a rule, active = well fitted curve in the direction sought with a large enough effect; inconclusive = small, poorly fitted or top-dose-only effect, or another doubt; inactive = no such curve, though single readings can be large; an effect the other way counts as inactive or inconclusive. Unless noted, % is set by controls: 0 for no effect and ±100 for the full control effect; potency is the fitted concentration of half-maximal effect.

molecule	aGal spleen mod	Tau fluor cs	Tau fibril FP	TexasRed fluor	L3MBTL1 inh	ALDH1A1 block	TRb-SRC2 inh	Tau ThT inhib
O=C(NCc1cccnc1)c1ccccc1Br	-6.7%	9.5%	-0.7%	1.4%	-2.2%	3.9%	-4.1%	0.5%
O=C(Nc1nc2ccc(F)cc2s1)c1cccs1	8.2%	-18.5%	-3.3%	-0.9%	15.5%	-6.5%	5.5%	6.8%
O=C(CSC1=NC(=O)C(c2ccccc2)C(=O)N1)Nc1ccccc1[N+](=O)[O-] (stereo not given)	-6.2%	-12.2%	-13.4%	-5.0%	-21.9%	?	-7.4%	?
COc1ccc(Cc2nnc(SCC(=O)c3ccc(OC)cc3)o2)cc1	-5.2%	-16.5%	1.7%	-0.4%	7.2%	?	-3.7%	-13.5%
O=C(NCc1nnc(SCC(=O)N2CCC(Cc3ccccc3)CC2)o1)c1ccccc1F	-1.1%	-7.4%	10.9%	-1.6%	7.5%	8.91µM*	-1.1%	-9.1%
Cc1ccc(OCC(=O)NCc2cccs2)c([N+](=O)[O-])n1	-4.5%	3.2%	2.3%	-2.1%	2.3%	-5.0%	-3.8%	-2.2%
Cc1cc(Nc2ccc(Cl)cc2)n2nnnc2n1	1.0%	-4.8%	7.0%	-2.1%	-1.0%	?	4.2%	-4.0%
COc1cc(CCN2C(=O)N[C@@H](c3ccccc3)C(C(C)=O)=C2C)cc(OC)c1OC	10.2%	-0.5%	1.6%	-2.2%	/	-1.5%	0.9%	0.6%
Cc1ccc(OS(=O)Nc2cccc3nccnc23)cc1 (stereo not given)	-17.8%	-10.9%	-1.8%	1.0%	-8.8%	?	-0.4%	-13.6%
NC(=O)c1ccccc1NS(=O)(=O)c1ccc2c(c1)OCCO2	-0.7%	-10.9%	-1.6%	-2.7%	/	?	-10.1%	-11.8%
COc1ccc(CCNC(=O)C/C(C)=N/NC(=O)c2ccc(N)cc2)cc1OC	9.8%	-6.6%	9.3%	-0.7%	5.4%	?	-0.5%	-15.6%
Cc1ccc2c(c1)NC(=O)C(CC(=O)N(C)Cc1ccccc1)O2 (stereo not given)	-0.9%	-8.4%	-9.0%	-2.4%	/	-5.4%	-15.2%	-15.5%
COCC(=O)OC/C(O)=C(\C#N)c1nc2ccccc2[nH]1	-5.0%	-11.9%	6.5%	0.6%	-23.4%	/	-1.7%	?
CCc1ccc(N2CCN(C(=O)N3CCOCC3)CC2)cc1	-1.5%	-4.0%	-6.7%	-5.1%	-2.2%	3.0%	-2.6%	-4.7%
O=C(Cn1c(=O)n(Cc2nc(-c3ccccc3)no2)c(=O)c2ccccc21)Nc1cccc(Cl)c1	/	-26.7%	28.2µM*	-1.8%	/	/	4.6%	?
Cc1ccc(C)c(N2CCN(c3nc4ccccc4c(=O)n3Cc3ccccc3)CC2)c1	-1.4%	-3.3%	-2.7%	-1.5%	0.0%	-1.7%	-3.2%	-4.5%
O/C(=C\Sc1nnc(Cc2ccccc2)o1)c1ccc(Br)cc1	1.8%	-12.8%	-12.1%	-5.2%	7.7%	1.6%	0.1%	0.7%
COc1ccc(-c2ccc(Nc3ccc(C(=O)N4CCOCC4)cc3)nn2)cc1OC	2.0%	-13.9%	-8.8%	-3.9%	0.8%	0.0%	-12.2%	?
CC(C)CCNC(=O)c1ccc2nc(Cc3ccccc3)oc2c1	/	-12.9%	5.3%	4.4%	/	/	13.5%	-4.3%
CC1Cc2ccccc2N1C(=S)Nc1cccc(S(=O)(=O)N(C)C)c1 (stereo not given)	-1.3%	-24.3%	-9.8%	-0.6%	7.4%	?	5.5%	-7.9%
CCCN1CCC(=NNc2ccc(S(=O)(=O)N3CCOCC3)cc2[N+](=O)[O-])CC1	-4.9%	-11.4%	4.1%	1.1%	19.8%	-1.7%	-6.6%	-0.1%
CCCCCC(=O)N(CN1C(=O)CCC1=O)c1ccccc1	-13.6%	-2.8%	-4.3%	-0.9%	0.9%	7.3%	-2.0%	1.2%
CCOC(=O)c1ccc(NC(=O)CSc2nc(-c3ccc(F)cc3)cc(C(F)(F)F)c2C#N)cc1	/	-4.3%	?	?	/	/	-3.8%	-8.8%
CCCCN1C(=O)C(=O)N(CC(=O)NC2CCCc3ccccc32)C1=O (stereo not given)	-1.4%	-4.0%	-1.1%	-12.3%	35.9%[activator]	-5.5%	-5.7%	0.5%
O=C(CSc1nc2ccsc2c(=O)n1Cc1ccc(C(=O)O)cc1)NCc1ccco1	-10.0%	-9.5%	-3.2%	4.7%	?	5.7%	-2.8%	-4.1%
COc1cccc(C(=O)C2CCCN(Cc3cn[nH]c3C3CCCCC3)C2)c1 (stereo not given)	6.8%	-21.6%	-14.6%	0.8%	-7.2%	-3.9%	-5.5%	-12.5%
CN(CCOc1ccc(-c2ccn(S(=O)(=O)c3c(Cl)cccc3Cl)n2)cc1)c1ccccn1	6.2%	-17.9%	-2.8%	1.3%	-9.9%	0.9%	-1.6%	-11.4%
OC(COc1ccc2c(c1)CCC2)CN1CCN(c2ccccc2F)CC1 (stereo not given)	2.2%	-11.2%	-1.2%	1.4%	17.0%	?	10.9%	?
O=c1c2ccc(Cl)cc2[nH]c(=S)n1Cc1cccnc1	0.6%	-10.0%	2.3%	0.7%	3.7%	11.3%	1.2%	3.5%
COc1ccc(NC(=O)c2coc3ccccc23)cc1OC	5.6%	-17.2%	-0.4%	-6.6%	0.7%	9.3%	0.2%	?
O=C(Cc1ccccc1)Nc1c(C(=O)Nc2ccccc2F)oc2ccccc12	/	-4.1%	-11.2%	-0.2%	/	/	3.5%	3.7%
Cc1ccc(-c2nn(-c3ccccc3)cc2C=C2C(=O)CC(C)(C)CC2=O)cc1	8.7%	-13.2%	-10.4%	0.2%	4.8%	3.8%	-11.7%	?
Cn1c(=O)c2c(nc(N3CCN(Cc4ccccc4)CC3)n2CCCc2ccccc2)n(C)c1=O	-3.0%	5.2%	9.0%	1.5%	2.9%	7.94µM*	0.3%	-18.4%
Nc1nonc1C(=O)NCCNC(=O)c1cccs1	-0.7%	-0.7%	-1.1%	-6.8%	1.8%	7.4%	-2.2%	-2.4%
Cc1cccc(CN2C(=O)c3ccccc3Sc3ccc(C(=O)NCCCN4CCOCC4)cc32)c1	/	-21.2%	-7.8%	-0.8%	/	/	-3.3%	-3.7%
Cn1c(NC(=S)Nc2ccccc2)nc2ccccc21	-0.5%	-13.8%	6.7%	-7.4%	-19.0%	6.1%	6.8%	?
O=C(NCCc1csc(-c2cccnc2)n1)c1ccc(Cl)cc1	-1.3%	9.0%	-2.8%	-2.1%	1.9%	2.6%	-5.9%	4.4%
Cc1cc(C)n(-c2nc3ccccc3nc2N2CCCCCC2)n1	9.1%	-14.4%	1.7%	2.6%	-10.0%[11.4 µM]	?	-24.8%	-14.6%
CCOc1ccc(OC(=O)c2c(-c3ccccc3Cl)noc2C)cc1	/	-22.1%	?	-3.0%	/	/	1.0%	-17.4%
CC(C)C[C@H](NC(=O)CCCn1nnc2ccccc2c1=O)C(=O)O	10.1%	-5.1%	-3.9%	-0.1%	9.7%	/	2.9%	-5.8%
O=C(c1ccc(F)cc1F)N1CCC(c2noc(-c3ccc(S(=O)(=O)N4CCCC4)cc3)n2)CC1	/	-0.3%	2.1%	-1.0%	/	/	-5.4%	4.5%
COc1ccc(C)cc1Nc1nc(-c2c(C)[nH]c3ccccc23)cs1	-13.0%	?	7.7%	8.1%[53 µM]	-0.9%	-2.0%	6.2%[53 µM]	?
COc1ccc(S(=O)(=O)N(C)Cc2cccs2)cc1Br	-1.6%	?	-16.3%	-3.6%	/	-11.9%	4.1%	-14.5%
CNC(=O)c1cn(-c2ccc(Cl)cc2)c(=O)c2ccccc12	0.1%	-1.4%	-5.4%	-1.2%	/	2.9%	-7.9%	-4.4%
O=c1cc(-c2c(F)c(F)c(F)c(F)c2F)oc2ccccc12	7.3%	-13.7%	-4.9%	-4.2%	/	15.8µM*	4.2%	-21.2%
COc1ccc(S(=O)(=O)N2CCC(N3CCN(c4ccccc4)CC3)CC2)cc1	-0.9%	-2.8%	-2.4%	1.2%	-2.4%	-3.6%	6.0%	-8.1%
COc1cccc(C(=O)Nc2c(C(=O)c3ccc(F)cc3)oc3ccccc23)c1	/	-15.7%	?	-28.5%	/	/	-4.3%	-2.8%

Ordered by length of the SMILES (lowest first): 3 of the compounds above
molecule	aGal spleen mod	Tau fluor cs	Tau fibril FP	TexasRed fluor	L3MBTL1 inh	ALDH1A1 block	TRb-SRC2 inh	Tau ThT inhib
COc1ccc(S(=O)(=O)N(C)Cc2cccs2)cc1Br	-1.6%	?	-16.3%	-3.6%	/	-11.9%	4.1%	-14.5%
O=C(Cc1ccccc1)Nc1c(C(=O)Nc2ccccc2F)oc2ccccc12	/	-4.1%	-11.2%	-0.2%	/	/	3.5%	3.7%
Cc1ccc(-c2nn(-c3ccccc3)cc2C=C2C(=O)CC(C)(C)CC2=O)cc1	8.7%	-13.2%	-10.4%	0.2%	4.8%	3.8%	-11.7%	?
